KKLEB tox = cytotoxicity in KKLEB CF airway cells, primary screen, cytotoxicity control for CF NF-kB inhibitor project, cell-based, uHTS, fluorescence assay plates; AID 602141, 2011; activity change (cytotoxicity), % at 5 µM; 360,000 tested, 0.36% active; KKLEB CF airway cells viability, ATPlite luminescence, overnight; stronger effect = lower value; cells stimulated with P. aeruginosa culture filtrate;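 active means corrected activity change at or below -50% at 5 µM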
TROY NFkB inh = inhibitors of TROY-driven NF-kB signaling, primary screen, Q293 LMP1-TROYcd cells, NF-kB luciferase, uHTS. Q293 LMP1-TROYcd NF-kB luciferase reporter, 4 h. inhibition, % at 10 µM. 360,000 tested, 0.98% active;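 active means compounds whose plate-normalised and pattern-corrected inhibition of the luciferase reporter signal at the single screening dose is 50% or more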
LMP1 NFkB inh = EBV LMP1-driven NF-kappaB luciferase reporter inhibitors, primary screen, cell-based, luminescence, single point; LMP1-induced NF-kappaB luciferase reporter cells; inhibition, % at 12.5 µM; 350,000 tested, 0.69% active; in the data active means inhibition above about 41%;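 further: 0% = neutral control wells and 100% = reference inhibitor control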
SRC2 inh = inhibition of GAL4-SRC2 driven luciferase reporter, primary screen, SRC2 inhibitor project, cell-based, luminescence. AID 651957, 2012. 370,000 tested, 0.17% active. HEK293 GAL4-SRC2 luciferase reporter. inhibition, % at 9 µM;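 active means inhibition above the mean inhibition of all tested compounds plus 3 SD, set per campaign, cut at about 52% in these data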;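 further: 0% = DMSO treated cells and 100% = cells given Gossypol at 36 µM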
LRH-1 inv ag = LRH-1 (NR5A2) inverse agonists, primary screen, cell-based, luminescence, HEK293T, StAR-luciferase reporter | Nuclear receptor subfamily 5 group A member 2 (Homo sapiens), O00482 | 360,000 tested, 0.13% active | inhibition, % at 3.6 µM | LRH-1 transfected, 24 h;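 active means inhibition above the mean inhibition of all tested compounds plus 3 SD, cut at about 73% in these data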;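 further: 0% = DMSO wells and 100% = reporter-only cells lacking LRH-1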
Target sequence (O00482 whole entry, looked up): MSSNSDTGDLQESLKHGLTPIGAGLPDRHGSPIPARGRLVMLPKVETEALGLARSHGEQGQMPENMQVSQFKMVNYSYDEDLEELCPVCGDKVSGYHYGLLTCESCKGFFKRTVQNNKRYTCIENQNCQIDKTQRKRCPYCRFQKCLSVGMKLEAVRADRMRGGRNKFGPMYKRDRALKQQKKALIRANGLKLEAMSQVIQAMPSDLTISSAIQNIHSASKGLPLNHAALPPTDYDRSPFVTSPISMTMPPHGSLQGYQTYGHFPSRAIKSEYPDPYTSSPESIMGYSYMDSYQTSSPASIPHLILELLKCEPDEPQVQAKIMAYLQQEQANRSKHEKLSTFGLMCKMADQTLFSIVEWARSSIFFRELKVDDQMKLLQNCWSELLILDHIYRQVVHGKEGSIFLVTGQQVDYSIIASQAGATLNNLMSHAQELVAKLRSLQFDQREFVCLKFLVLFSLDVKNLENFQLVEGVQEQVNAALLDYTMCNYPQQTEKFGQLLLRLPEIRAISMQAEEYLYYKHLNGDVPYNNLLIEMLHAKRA
TRAIL sens C8 = viability loss with TRAIL in NB7+C8 cells, primary screen, TRAIL sensitizer project, cell-based, ATPlite luminescence. inhibition (viability loss, TRAIL sensitization), % at 10 µM. 360,000 tested, 1% active;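 active means compounds causing at least 50% loss of cell viability in the single-dose screen, relative to plate controls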
CF NFkB inh = inhibitors of PAF-induced NF-kB signaling, primary screen, cell-based, GFP fluorescence, uHTS; KKLEB NF-kB-GFP reporter, GFP fluorescence overnight; inhibition, % at 5 µM; 360,000 tested, 0.86% active; AID 588850, 2011;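 active means at least 50% inhibition at 5 µM, scaled per plate between neutral and stimulator controls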;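 further: PAF is a Pseudomonas aeruginosa culture filtrate used as stimulus; plate controls were PAF-stimulated DMSO wells for no effect and unstimulated DMSO wells for full effect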
NCOA1 inh = SRC1 coactivator transcriptional activity inhibitors, primary screen, cell-based, luminescence. Nuclear receptor coactivator 1 (Homo sapiens), Q15788. HEK293 GAL4-SRC1 luciferase reporter. inhibition, % at 3.6 µM. 360,000 tested, 0.12% active. AID 588354, 2011;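 active means inhibition above the campaign mean plus 3 SD, with each screening campaign given its own cutoff, cut at about 60% in these data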;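 further: 0% = DMSO treated cells and 100% = gossypol at 36 µM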
COUP-TFII inh = NR2F2 transcriptional activity inhibitors, primary screen, cell-based, luciferase reporter, HEK293T, luminescence. COUP transcription factor 2 (Homo sapiens), P24468. HEK293T NGFI-A luciferase reporter. inhibition, % at 8.6 µM. 370,000 tested, 0.7% active;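 active means inhibition above a per-plate cutoff, mean inhibition of test wells between control levels plus 3 SD, cut at about 38% in these data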;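 further: cells cotransfected with COUP-TFII expression vector driving the NGFI-A reporter; 0% = median of COUP-TF2 test wells and 100% = reporter-only cells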
Target sequence (P24468 whole entry, looked up): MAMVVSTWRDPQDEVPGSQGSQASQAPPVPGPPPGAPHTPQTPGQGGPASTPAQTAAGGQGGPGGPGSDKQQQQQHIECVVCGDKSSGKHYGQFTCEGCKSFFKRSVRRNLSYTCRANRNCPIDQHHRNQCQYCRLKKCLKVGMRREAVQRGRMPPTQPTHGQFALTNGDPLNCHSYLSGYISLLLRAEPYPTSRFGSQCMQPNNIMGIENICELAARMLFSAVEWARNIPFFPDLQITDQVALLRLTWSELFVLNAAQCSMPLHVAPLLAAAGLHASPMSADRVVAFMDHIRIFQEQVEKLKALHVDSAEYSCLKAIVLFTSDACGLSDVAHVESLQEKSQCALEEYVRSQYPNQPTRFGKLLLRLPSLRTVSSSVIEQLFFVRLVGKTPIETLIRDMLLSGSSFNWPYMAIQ
SRC3 inh = SRC3 coactivator transcriptional activity inhibitors, primary screen, cell-based, luminescence; Nuclear receptor coactivator 3 (Homo sapiens), Q9Y6Q9; HEK293 GAL4-SRC3 luciferase reporter; inhibition, % at 3.6 µM; 360,000 tested, 0.17% active; AID 588352, 2011;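 active means inhibition above a per-campaign cutoff, the mean of all compounds plus 3 SD, cut at about 60% in these data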;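 further: 0% = DMSO-treated cells and 100% = gossypol-treated cells at 36 µM; higher means less SRC3-driven luciferase light from the GAL4 reporter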
TWEAK Fn14 block = inhibitors of TWEAK-Fn14 signaling, primary screen, luciferase reporter cells, uHTS. TWEAK-stimulated Fn14 reporter cells, luciferase luminescence, 8 h. inhibition, % at 10 µM. 360,000 tested, 2% active; in the data active means inhibition above about 50%
Active calls of the source: *; · = not tested or not shown; & = joins results of further samples.

SMILES	KKLEB tox	TROY NFkB inh	LMP1 NFkB inh	SRC2 inh	LRH-1 inv ag	TRAIL sens C8	CF NFkB inh	NCOA1 inh	COUP-TFII inh	SRC3 inh	TWEAK Fn14 block
CC1Cc2nc(SCC(=O)Nc3nccs3)n(C)c(=O)c2S1 (stereo unspecified)	-3	1	-7	-21	-1	-2	4	-7	13	-11	1
OC1(c2ccccc2)CN(c2ccccc2)C2=[N+]1CCS2 (stereo unspecified)	9	-13	-4	-26	0	-5	-11	-4	7	7	-1
Fc1cc(Br)ccc1Nc1nc2ccccc2n2nnnc12	-22	-11	-1	-26	-35	-2	-10	-18	7	-42	-44
COc1cc(OC)cc(C(=O)NCCSC2CCCCC2)c1	-4	10	1	-17	-18	-1	2	2	-6	1	-14
CN1CCN(CCC(=O)Nc2ccc(OCc3ccccc3)cc2)CC1	1	-13	-5	-5	-1	-1	-5	-1	-5	-23	1
CCN(CC)c1ccc(C2C(C(=O)OCCOC)=C(C)NC3=C2C(=O)CC(C)(C)C3)cc1 (stereo unspecified)	8	-1	-7	3	14	-4	-1	3	4	12	11
CN(C)S(=O)(=O)c1cccc(C(=O)Nc2ccc(Cl)cn2)c1	15	-51	-10	-16	-65	3	-8	-56	-20	-49	1
O=C(O)c1ccc(N2CCN(Cc3ccc4c(c3)OCO4)CC2)c([N+](=O)[O-])c1	11	-2	1	18	2	-19	11	-18	2	0	1
CCN1C/C(=C\c2cccc([N+](=O)[O-])c2)C(=O)/C(=C/c2cccc([N+](=O)[O-])c2)C1	-57*	2	91*	18	9	-7	94*	-32	5	34	93*
CCC(=O)NC1CCN(C(=S)NC)CC1	0	21	-3	-9	-12	-9	-5	-18	4	10	5
O=C1CCCCN1CCCC(=O)N1CCCC(Nc2ccc(F)c(F)c2)C1 (stereo unspecified)	-5	-15	-8	10	10	-1	20	-17	3	5	1
COC(=O)Cc1csc(N)n1	-6&2	-3&0	11&0	-6&-4	14&-1	-5&14	3&-2	-4&0	5&0	4&-7	-1&10
CN(C)C(=O)C[n+]1cccc(/C=N/O)c1	1	7	-2	-11	6	-5	-26	3	-4	1	9
Cc1ccccc1CNS(=O)(=O)c1ccc2c(c1)C(C)(C)C(=O)N2C	7	-2	-3	-18	-1	0	-3	-60	2	0	-10
CCC(CC)C(=O)Nc1nnc(S(=O)(=O)N2CCCC2)s1	-3	2	1	14	8	6	-10	2	5	4	21

An excerpt from above in order of length of the SMILES, low to high:
SMILES	KKLEB tox	TROY NFkB inh	LMP1 NFkB inh	SRC2 inh	LRH-1 inv ag	TRAIL sens C8	CF NFkB inh	NCOA1 inh	COUP-TFII inh	SRC3 inh	TWEAK Fn14 block
OC1(c2ccccc2)CN(c2ccccc2)C2=[N+]1CCS2 (stereo unspecified)	9	-13	-4	-26	0	-5	-11	-4	7	7	-1
CC1Cc2nc(SCC(=O)Nc3nccs3)n(C)c(=O)c2S1 (stereo unspecified)	-3	1	-7	-21	-1	-2	4	-7	13	-11	1
CN(C)S(=O)(=O)c1cccc(C(=O)Nc2ccc(Cl)cn2)c1	15	-51	-10	-16	-65	3	-8	-56	-20	-49	1
O=C1CCCCN1CCCC(=O)N1CCCC(Nc2ccc(F)c(F)c2)C1 (stereo unspecified)	-5	-15	-8	10	10	-1	20	-17	3	5	1
O=C(O)c1ccc(N2CCN(Cc3ccc4c(c3)OCO4)CC2)c([N+](=O)[O-])c1	11	-2	1	18	2	-19	11	-18	2	0	1
CCN(CC)c1ccc(C2C(C(=O)OCCOC)=C(C)NC3=C2C(=O)CC(C)(C)C3)cc1 (stereo unspecified)	8	-1	-7	3	14	-4	-1	3	4	12	11
CCN1C/C(=C\c2cccc([N+](=O)[O-])c2)C(=O)/C(=C/c2cccc([N+](=O)[O-])c2)C1	-57*	2	91*	18	9	-7	94*	-32	5	34	93*

Back to the main list, repeating the 3 entries before the break.
SMILES	KKLEB tox	TROY NFkB inh	LMP1 NFkB inh	SRC2 inh	LRH-1 inv ag	TRAIL sens C8	CF NFkB inh	NCOA1 inh	COUP-TFII inh	SRC3 inh	TWEAK Fn14 block
CN(C)C(=O)C[n+]1cccc(/C=N/O)c1	1	7	-2	-11	6	-5	-26	3	-4	1	9
Cc1ccccc1CNS(=O)(=O)c1ccc2c(c1)C(C)(C)C(=O)N2C	7	-2	-3	-18	-1	0	-3	-60	2	0	-10
CCC(CC)C(=O)Nc1nnc(S(=O)(=O)N2CCCC2)s1	-3	2	1	14	8	6	-10	2	5	4	21
COC(=O)/C(=C\Nc1ccccc1)NC(=O)c1ccc(Cl)cc1Cl	-15	-9	-12	-25	-3	10	-8	-28	-6	-9	4
N#Cc1ccccc1Sc1ccccc1C(=O)NCC(c1ccco1)N1CCCC1 (stereo unspecified)	-31	-1	-6	-3	-13	-24	36	4	-6	8	7
O=C(c1cc(COc2ccc(F)cc2Cl)on1)N1CCN(c2cnccn2)CC1	2	-5	-7	3	11	-17	-12	-19	18	5	-15
Cn1cccc1C(=O)C(=O)Nc1ccc(F)c(F)c1	0	-45	-32	-18	-152	9	-2	-92	-40	-91	-6
CCC1(C)Cc2ccccc2-c2nc(NCCO)n(-c3ccc(C)cc3)c(=O)c21 (stereo unspecified)	1	54*	-4	-5	0	-7	-6	-5	17	-6	42
CC(=O)c1cccc(N2C(=NC(=O)C3CC3)SC3CS(=O)(=O)CC32)c1 (stereo unspecified)	4	-47	-5	-3	-4	4	9	4	5	19	47
CCCCC[C@H](O)/C=C/[C@@H]1[C@@H](CCCCCCC(=O)O)[C@@H](O)C[C@H]1O	-16	12	11	·	14	-5	-3	0	·	-16	-20
COc1ccc(/C=N/NC(=O)Cc2n[nH]c(=O)[nH]c2=O)cc1	4	11	-1	-26	2	-2	-11	12	-11	14	2
CCC(CO)Oc1cc(NCc2ccc(C)c(C)c2)c2ncn(C(C)C)c2c1 (stereo unspecified)	-11	8	-14	7	-16	-4	52*	2	-8	12	11
O=C(Nc1ccc2c(c1)Cc1ccccc1-2)c1ccncc1	6	-29	-2	-37	-52	16	-13	-54	-27	-49	1
CCOc1ccc(N(C(=O)c2snc(C(N)=O)c2N)C(C(=O)NCC2CCCO2)c2ccco2)cc1 (stereo unspecified)	-2	26	-8	7	13	1	-2	10	4	-7	37
CCN(CC)C(=O)Oc1c(Cl)cc(Cl)c2cccnc12	7	-18	0	20	4	-5	6	-12	-6	21	0
OCC[C@@H]1C[C@H](O)[C@@H](O)[C@]2(OCCc3cc(C(F)(F)F)ccc32)O1	3	-2	-1	-26	-22	-13	30	5	-10	-1	-13
O=C(O)c1ccccc1C1c2ccccc2Oc2ccccc21	8	12	-5	7	5	-15	2	13	6	3	9
C=CC[C@@H](CC(=O)N[C@@H](CO)Cc1ccccc1)C(=O)NCCOC(=O)[C@@H](CC=C)Cc1ccc(F)cc1	10	-3	-3	28	-10	5	-26	-15	1	0	16
COc1ccc(-c2csc(C(O)c3ccc(F)c(OC)c3)n2)cn1 (stereo unspecified)	-7	-1	·	-8	-6	-8	-15	0	-7	-1	15
Cc1ccc(C)c(S(=O)(=O)N2CCCC2CNC(=O)C(=O)NCCN2CCOCC2)c1 (stereo unspecified)	12	-9	5	-27	5	1	-12	-32	4	7	3
CCOc1ccc(OCc2ccc(C(=O)N3CCOCC3)cc2)cc1	-7	-32	-3	-16	-47	0	-14	-47	-18	-18	-17
COc1ccc(CNC(=O)C[C@@H]2C[C@H]3c4cc(NC(=O)C5CCC5)ccc4O[C@H]3[C@@H](CO)O2)cc1	-12	-6	4	0	-22	7	-8	8	10	10	-41
COc1ccccc1S(=O)(=O)c1ccccc1[N+](=O)[O-]	-16	-7	2	14	14	-19	8	6	1	11	2
COc1ccc(/C=C/C(=O)OCC(=O)Nc2cc(C(F)(F)F)ccc2Cl)cc1	-4	16	-20	-5	-9	14	2	-20	11	-14	-10
c1cnc(N2CCN(Cc3ccc4c(c3)OCO4)CC2)cn1	5	-5	5	-10	4	15	14	-6	4	9	15
S=C(NC1CCCCC1)NC1CC2CCC(C1)N2Cc1ccccc1 (stereo unspecified)	-3	16	3	-4	12	6	-13	5	8	22	8
CC(Oc1ccccc1)C(=O)N1CCN(S(=O)(=O)c2ccc(OC(F)(F)F)cc2)CC1 (stereo unspecified)	-18	-12	-7	-11	-20	1	11	-26	-4	6	3
CC(C)(C)c1nc2sc3c(c2c(=O)o1)CCCC3	-4	4	-13	1	4	0	11	-21	-6	3	-14
O=[N+]([O-])c1cccc(S(=O)(=O)Nc2ccc(-c3ccc(N4CCCC4)nn3)cc2)c1	18	-44	-4	-41	6	17	-33	-42	0	-15	-30
CCCc1cc(C(=O)N2CCCC(C(=O)c3ccc(Cl)cc3)C2)n(C)n1 (stereo unspecified)	-14	-4	9	-2	-28	-16	15	-6	-1	8	-11
COc1ccc(-c2csc(C(O)c3ccc(F)cc3)n2)cn1 (stereo unspecified)	-2	-50	·	-50	-46	5	6	-30	-16	-54	-2
COc1ccc(CNC(=S)NCc2ccc(OC)cc2)cc1	1	-35	0	-6	-21	-8	7	-7	6	-4	-9
C=C(C)CNC(=S)N1CCN(C(c2ccccc2)c2ccccc2)CC1	-3	5	1	28	7	-5	3	-34	25	8	1
O=C(NCc1ccncc1)C(=O)NCC1OCCN1S(=O)(=O)c1ccc(Br)cc1 (stereo unspecified)	-15	5	0	-21	2	1	17	-4	24	16	2
COc1cc(C(=O)NC(=S)Nc2ccc([N+](=O)[O-])cc2C)cc(OC)c1OC	2	-14	15	-8	2	2	-6	-6	-7	0	13

Screening results deposited in PubChem by several laboratories.

Rows were taken by chance (roughly 4.2% active in at least one column).
